Screens (PubChem BioAssay)
Giardia kill: Small Molecules that selectively kill Giardia lamblia: qHTS. Giardia lamblia trophozoite viability. activity change, % at 7.66 µM, hits read low. actives 0.15% (n = 340,000). AID 540267, 2011; in the data active means activity change below about -80%; inconclusive means between about -30% and that limit;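 further: parasites exposed to compound for two days anaerobically before the ATP read; on the % scale 0 is the no-effect control and ±100 the full control effect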
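Trophozoite viability was measured as ATP-dependent luminescence, read 15-30 min after reagent addition. Before that, parasites at 100 cells/well were exposed to compounds for 48 h, anaerobically, at 37 deg C.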
TSHR antag: Antagonists of the Thyroid Stimulating Hormone Receptor: HTS campaign. TSHR-expressing cells, TSH-stimulated cAMP HTRF, 2 h; active compounds read low. actives 0.2% (n = 330,000). activity change, negative = inhibition, % at 11.5 µM;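 active means activity change below a set negative limit, meaning inhibition stronger than a set level, cut at about -70% in these data; inconclusive means activity change between two set negative limits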; further: on the % scale 0 is the no-effect control and ±100 the full control effect
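Cell-based HTRF cAMP assay; TSHR cells + compound, TSH EC80 (4nM final), 2 h, 37 deg C. Lysis with anti-cAMP cryptate and cAMP-d2, 30 min RT, read 665/620 nm.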
AT treatment: qHTS Assay for Identifying a Potential Treatment of Ataxia-Telangiectasia. […] A-T fibroblasts, KAP-1 phosphorylation AlphaLISA; neocarzinostatin DNA damage 30 min before lysis. Potency, µM (highest dose often 57.5 µM), without a hit: at the highest dose activation, usual class: activators. actives 0.19% (n = 320,000). AID 485349, 2010; further: potency means the concentration at half of the fitted maximal effect; % of control where 0% means no effect; nearly all actives have a fitted effect of over 45% in size
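ATM-like activity read as KAP-1 phosphorylation via AlphaLISA donor/acceptor antibody pairs after lysis and 6 hr at 25C. Cells were ATM-null patient fibroblasts ([…], hTERT), dosed 60 min, then exposed to the DSB inducer NCS for 30 min.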
TCR activator: Activators of T cell receptors: qHTS campaign. primary human leukocytes, anti-CD3, IL-2 HTRF, 48 h. Potency, µM (doses to about 9.22 µM), for inactives: at the highest dose activation of IL-2 secretion, actives largely listed as activators. 330,000 tested, under 10 active; further: % of control where 0% means no effect
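IL-2 release read by HTRF sandwich (Eu cryptate donor, d2 acceptor, 665 nm emission) after 48 hr exposure of primary human leukocytes to compound together with anti-CD3 beads in the absence of co-stimulatory signals.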
Tb PFK block: qHTS Assay to Find Inhibitors of T. brucei phosphofructokinase. ATP-dependent 6-phosphofructokinase (Trypanosoma brucei brucei), O15648. T. brucei PFK, ADP-Glo luminescence. Potency, µM (doses to about 57.5 µM), inactives show at the top dose activity, negative = inhibition, most hits filed as inhibitors. actives 0.17% (n = 330,000). AID 485367, 2010;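 further: potency means the concentration at half of the fitted maximal effect; 0% = uninhibited 1x PFK enzyme wells and -100% = no-enzyme wells; nearly all actives have a fitted effect of over 60% in size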
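Luminescent ADP detection (ADP-Glo, two-step: ATP depletion then ADP-to-ATP conversion for luciferase) reported PFK activity after 45 min room-temperature reaction of 1.25 nM enzyme with 0.5 mM F6P and 0.1 mM ATP at pH 8.0.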
MLL CXXC-DNA inh: qHTS Fluorescence Polarization Assay for Inhibitors of MLL CXXC domain - DNA interaction | Histone-lysine N-methyltransferase 2A (Homo sapiens), Q03164 | actives 0.037% (n = 290,000) | MLL-CXXC / FITC-HOXA9 DNA fluorescence polarization | Potency, µM (titrated, usually from 115 µM), for the others: at the top dose activity change, negative = inhibition, hits mostly inhibitors; active means well fitted inhibition curve with a large enough effect in the polarisation, with a control signal flat, not every such curve was filed as active; inconclusive means small, poorly fitted or top-dose-only effect, or effect the other way, or a change in a side signal; inactive means no such curve, though single readings can be large or run the other way; the % refers to the polarisation; further: potency means the concentration at half of the fitted maximal effect
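Purified MLL-CXXC (added from a 7 uM solution) was preincubated 5 min at ambient with pinned compounds in 50 mM Tris-HCl pH 7.5, 50 mM NaCl, 1 mM DTT, 0.05% BSA. Fluorescein-labeled HOX-A9 DNA (50 nM solution) followed, 30 min, then polarization read.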
KCNH2 WT inh: qHTS for Inhibitors of KCHN2 3.1: Wildtype qHTS | activity change, % at 1.84 µM | U2OS, BacMam KCNH2, thallium flux FluxOr; active compounds read low | actives 0.37% (n = 340,000) | AID 720551, 2013;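 active means maximum activity change below -70%; inconclusive means maximum activity change between -70% and -50%; inactive means maximum activity change above -50%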; further: on the % scale 0 is the no-effect control and ±100 the full control effect
Target sequence (Q12809 whole entry, looked up): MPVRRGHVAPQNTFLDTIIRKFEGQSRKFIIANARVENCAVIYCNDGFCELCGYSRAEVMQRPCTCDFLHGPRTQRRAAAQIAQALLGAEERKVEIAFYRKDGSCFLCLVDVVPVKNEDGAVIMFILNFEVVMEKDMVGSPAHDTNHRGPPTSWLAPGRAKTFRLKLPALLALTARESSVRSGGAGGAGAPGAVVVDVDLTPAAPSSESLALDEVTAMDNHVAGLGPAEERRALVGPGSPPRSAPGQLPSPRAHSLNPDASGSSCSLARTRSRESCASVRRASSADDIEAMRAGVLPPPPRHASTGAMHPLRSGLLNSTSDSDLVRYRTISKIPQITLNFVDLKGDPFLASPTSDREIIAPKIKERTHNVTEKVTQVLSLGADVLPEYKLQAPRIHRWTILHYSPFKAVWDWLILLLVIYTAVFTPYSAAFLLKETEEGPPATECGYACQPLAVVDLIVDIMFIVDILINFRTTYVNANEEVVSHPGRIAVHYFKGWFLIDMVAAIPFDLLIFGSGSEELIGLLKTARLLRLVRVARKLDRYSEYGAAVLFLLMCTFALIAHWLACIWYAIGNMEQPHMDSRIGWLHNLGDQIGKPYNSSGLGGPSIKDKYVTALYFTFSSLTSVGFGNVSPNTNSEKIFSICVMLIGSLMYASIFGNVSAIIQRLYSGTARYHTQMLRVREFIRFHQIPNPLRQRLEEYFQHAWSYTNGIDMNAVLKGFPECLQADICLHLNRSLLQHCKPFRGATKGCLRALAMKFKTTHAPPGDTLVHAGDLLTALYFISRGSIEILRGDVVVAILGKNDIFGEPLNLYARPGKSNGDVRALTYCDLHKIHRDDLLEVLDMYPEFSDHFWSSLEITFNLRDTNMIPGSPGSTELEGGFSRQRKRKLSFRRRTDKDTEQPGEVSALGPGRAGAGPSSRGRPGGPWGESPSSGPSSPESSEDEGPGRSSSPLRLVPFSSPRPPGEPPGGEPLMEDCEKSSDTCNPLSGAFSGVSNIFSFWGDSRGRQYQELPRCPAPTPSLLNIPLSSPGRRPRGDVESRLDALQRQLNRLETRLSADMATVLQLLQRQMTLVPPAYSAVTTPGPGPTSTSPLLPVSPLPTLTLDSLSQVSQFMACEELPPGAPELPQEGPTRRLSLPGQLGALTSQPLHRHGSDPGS
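U2OS cells were transduced with wild-type KCNH2 virus (2.03 x 10^8 / mL) for 4 h at room temperature, then cultured overnight at 37 C. Thallium flux was read with FluxOr dye. Rate constants were normalized to DMSO controls.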
GALK inhibitor: qHTS Assay for Inhibitors of Human Galactokinase (GALK) | actives 0.007% (n = 270,000) | Purified GALK, Kinase-Glo residual ATP luminescence | AID 1868, 2009 | Potency, µM (series often up to 57.5 µM), without a hit: at the highest dose activity change, negative = inhibition, most hits filed as inhibitors | P51570; further: potency means the concentration at half of the fitted maximal effect; on the % scale 0 is the no-effect control and ±100 the full control effect
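Galactose (100 uM) and ATP (35 uM) were turned over by 5 nM GALK for 1 h at RT. Kinase-Glo Plus then converted the remaining ATP into a luminescent signal.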
FBPA coupling cs: qHTS Assay for Inhibitors of Fructose-1,6-bisphosphate Aldolase from Giardia Lamblia: Coupling assay counterscreen; coupling enzyme system counterscreen, AmpLite Red fluorescence; activity change, negative = inhibition, % at 58.2 µM, hits read low; actives 0.67% (n = 290,000); AID 2472, 2010; in the data active means activity change below about -30%; further: on the % scale 0 is the no-effect control and ±100 the full control effect
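Coupling enzymes only (glyceraldehyde-3-phosphate) + compound, at 57.5 uM final, 10 min RT; add substrate/coupling/AmpLite Red mix, 20 min RT; fluorescence ex 525/em 598 nm. Actives flag coupling-system interference.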
BCR signal inh: qHTS Assay to Find Inhibitors of Chronic Active B-Cell Receptor Signaling; Potency, µM (doses to about 46.1 µM), without a hit: at the highest dose ratio change, negative = lower green/red ratio, most hits filed as inhibitors; actives 0.05% (n = 340,000); ABC-DLBCL IkBa-CBG/CBR reporter, luminescence ratio, 4 h; AID 493014, 2011; active means well fitted inhibition curve with a large enough effect in the signal ratio, with a control signal flat, not every such curve was filed as active; inconclusive means small, poorly fitted or top-dose-only effect, or effect the other way, or a change in a side signal; the % refers to the signal ratio;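 further: potency means the concentration at half of the fitted maximal effect; plate controls were basal doxycycline-induced cells for no effect and cells given 10 µM MG132 for full effect; MG132 reads +100%, hits lower the ratio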
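Compounds up to 46 uM were incubated four hours with TMD8 cells whose green CBG68 luciferase is fused to IkappaBalpha; red CBR luminescence normalised the signal, and concentration-effect curves were fitted to fusion, red and ratio data.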
Active calls of the source: *; u = inconclusive; x = no result given; [ ] = dose if it differs, or a comment. Unless noted, the call rests on the fitted dose curve; in most records, active means well fitted curve in the direction sought with a large enough effect; inconclusive means small, poorly fitted or top-dose-only effect, or another doubt; inactive means no such curve, though single readings can be large; an effect the other way counts as inactive or inconclusive. Compounds were not picked by outcome. Share with any hit: about 1.6%.

SMILES	Giardia kill	TSHR antag	AT treatment	TCR activator	Tb PFK block	MLL CXXC-DNA inh	KCNH2 WT inh	GALK inhibitor	FBPA coupling cs	BCR signal inh
O=C(c1cc(=O)c2ccccc2o1)N1CCN(c2ccccc2)CC1	15	0	-3%	x	1%	5%	-3	-1%	3	u
Nc1nc(Nc2ccc(Cl)cc2)nc(NCCO)c1[N+](=O)[O-]	-22	-7	-15%	-1%	-1%	3%	7	4%	0	u
CCOc1ccc(NC(=O)COC(=O)c2cc(S(=O)(=O)N3CCCC3)ccc2C)cc1	9	-13	3%	7%	-2%	x	-9	x	x	0%
CCNC(=O)NC(=O)CSc1ccc(S(=O)(=O)N2CCCCC2)cn1	9	-7	-4%	8%	-4%	x	-8	x	x	u
O=C(Cn1nc(Cc2cccnc2)c2ccccc2c1=O)N1CCN(c2ccccn2)CC1	7	3	11%	-4%	-12%	5%	-2	1%	2	-4%
CCOC(=O)C1CCCN(C(=O)/C=C/c2cc(OC)c(OC)c(OC)c2)C1 (configuration not stated)	8	6	0%	-2%	-1%	-3%	-2	1%	1	-3%
CCS(=O)(=O)N1Cc2ccccc2CC1C(=O)N(C)CC(=O)Nc1cccc(F)c1 (configuration not stated)	12	-1	9%	-2%	0%	x	0	x	x	-16%
CC1(C(=O)O)CCC(C(N)=O)C1(C)C (configuration not stated)	9	-2	-38%	-11%	0%	22%	1	0%	-1	1%
O=C(Nc1c2c(nn1-c1cccc(Cl)c1)CS(=O)(=O)C2)c1ccco1	20	16	-1%	-4%	0%	9%	6	14%	-2	13%
CN1CCN(c2ccc(NC(=O)c3ccc(-c4ccccc4F)o3)cc2)CC1	7	1	-4%	-3%	6%	x	-3	x	x	6%
COC(=O)c1cccc(NS(=O)(=O)c2ccc(NC(C)=O)cc2)c1C	5	-3	4%	6%	1%	4%	-3	0%	5	-5%
FC(F)(F)c1ccc(N2CCOCC2)c(Nc2nc3ccccc3n3cnnc23)c1	-7	18	6%	3%	-5%	16%	-8	-2%	0	2%
Cc1cc(C)cc(OCC(=O)NNC(=O)c2cc3ccccc3o2)c1	18	8	4%	-2%[46.1 µM]	3%	-9%	22	x	5	0%
CC(C)Cn1c(-c2ccc(C#N)cc2)nc2c1c(=O)[nH]c(=O)n2CC(C)C	-12	-16	1%	4%	1%	-2%	-15	-3%	1	11%
O=C(CNC(=O)c1cccc(F)c1)OCC(=O)N1CCCc2ccccc21	7	-9	x	-1%[46.1 µM]	-6%	12%	11	2%	3	u

Another view of some results above:
canonical_smiles: CCOc1ccc(NC(=O)COC(=O)c2cc(S(=O)(=O)N3CCCC3)ccc2C)cc1
  Giardia kill: 9; TSHR antag: -13; AT treatment: 3%; TCR activator: 7%; Tb PFK block: -2%; MLL CXXC-DNA inh: x; KCNH2 WT inh: -9; GALK inhibitor: x; FBPA coupling cs: x; BCR signal inh: 0%
canonical_smiles: CCNC(=O)NC(=O)CSc1ccc(S(=O)(=O)N2CCCCC2)cn1
  Giardia kill: 9; TSHR antag: -7; AT treatment: -4%; TCR activator: 8%; Tb PFK block: -4%; MLL CXXC-DNA inh: x; KCNH2 WT inh: -8; GALK inhibitor: x; FBPA coupling cs: x; BCR signal inh: u
canonical_smiles: O=C(Cn1nc(Cc2cccnc2)c2ccccc2c1=O)N1CCN(c2ccccn2)CC1
  Giardia kill: 7; TSHR antag: 3; AT treatment: 11%; TCR activator: -4%; Tb PFK block: -12%; MLL CXXC-DNA inh: 5%; KCNH2 WT inh: -2; GALK inhibitor: 1%; FBPA coupling cs: 2; BCR signal inh: -4%
canonical_smiles: CCOC(=O)C1CCCN(C(=O)/C=C/c2cc(OC)c(OC)c(OC)c2)C1 (configuration not stated)
  Giardia kill: 8; TSHR antag: 6; AT treatment: 0%; TCR activator: -2%; Tb PFK block: -1%; MLL CXXC-DNA inh: -3%; KCNH2 WT inh: -2; GALK inhibitor: 1%; FBPA coupling cs: 1; BCR signal inh: -3%

(continued)
SMILES	Giardia kill	TSHR antag	AT treatment	TCR activator	Tb PFK block	MLL CXXC-DNA inh	KCNH2 WT inh	GALK inhibitor	FBPA coupling cs	BCR signal inh
COc1cc(C(=O)NCC2CCCO2)cc(Br)c1OCc1ccccc1 (configuration not stated)	34[activator]	-18	-3%	1%	-4%	x	-2	x	x	8%
Cc1ccc(Nc2cnn(C34CC5CC(CC(CC(=O)O)(C5)C3)C4)c(=O)c2Cl)cc1C	14	-5	3%	x	3%	-3%	-16	1%	4	5%
O=C(Nc1ccccc1N1CCCC1)c1cccnc1	-15	5	0%	2%[46.1 µM]	-1%	-2%	-20	0%	-1	1%
Cc1ccc(CNC(=O)CCNS(=O)(=O)c2ccc3c(c2)c(=O)n(C)c(=O)n3C)cc1	-7	-4	-2%	x	16%	-3%	-7	1%	2	-21%
C=CCn1c(SCC(=O)O)nnc1-c1cccs1	-10	26	2%	3%	1%	2%	-6	-3%	1	u
CCOC(=O)Cc1csc(N(C)C)n1	-1	-5	-1%	8%	0%	6%	-1	-2%	1	-11%
CCNc1nc(C(=O)O)nc(N2CCOCC2)n1	-8	3	5%	x	-3%	1%	-6	8%	1	-1%
CCn1cc(C(=O)NC(=S)Nc2sc3c(c2C(=O)OC)CCCCCC3)cn1	-2	8	11%	0%[46.1 µM]	5%	5%	-3	-1%	8	18%
CCOc1ccc(-n2ccn(CC(=O)NCCc3ccccc3)c(=O)c2=O)cc1	10	-3	-3%	1%	-1%	x	9	x	x	1%
Cc1ccccc1OCC(=O)NN1CCN(C)CC1	11	6	2%	11%[46.1 µM]	0%	10%	1	0%	2	-1%
CC(C)C(NC(=O)c1cccnc1)C(=O)O (configuration not stated)	1	7	3%	4%	1%	4%	2	0%	3	-15%
Cc1oc(C(C)(C)C)cc1C(=O)N1CCN(c2ccc(C(F)(F)F)cn2)CC1	16	-7	-5%	-7%	-7%	2%	3	-1%	-2	-17%
CC(=O)NC(CC(=O)N1CCN(C(C)=O)CC1)c1ccccc1 (configuration not stated)	14	14	15%	2%	0%	13%	-6	1%	x	0%
CC(=O)c1sc(NC(=O)CS(=O)(=O)c2ccccc2)nc1-c1ccccc1	-4	-2	2%	3%	26%	x	2	x	x	-7%
O=C(O)c1ccc(S(=O)(=O)N[C@H](Cc2ccc(O)cc2)C(=O)O)cc1	x	-4	2%	x	-3%	x	x	x	9	10%
COC(=O)c1nn(-c2ccc(OC)cc2)c(=O)cc1NN	-1	-2	8%	5%	2%	16%	3	-2%	-43*	-9%
CCN(CC)S(=O)(=O)c1ccc(Cl)c(NC(=O)COc2ccccc2[N+](=O)[O-])c1	7	-15	14%	4%[46.1 µM]	-9%	6%	-2	-1%	-1	0%
CC1=NOC(=O)/C1=C\c1ccc(-c2ccccc2Br)o1	-16	9	-7%	0%	u	10%	0	-1%	-3	u
CCOC(=O)c1cnn(-c2nc3c(C)cccc3s2)c1C	-13	29	3%	-2%	0%	-8%	-3	0%	2	u
O=C(NCc1ccccc1)Nc1cccn(Cc2ccccc2)c1=O	-15	-6	-4%	-3%[46.1 µM]	4%	6%	-2	0%	-1	0%
Cc1cc(NC(=O)c2ccc3nc(-c4ccccc4)c(-c4ccccc4)nc3c2)no1	-2	1	3%	x	-3%	20%	2	0%	0	1%
COc1ccc(Br)cc1CNC(=O)CCCc1cn(C)c2ccccc12	22	-4	7%	10%	-2%	6%	-11	x	-1	1%
COc1ccc(CN2CCNC(=O)C2CC(=O)NC2CCCCCC2)c(F)c1 (configuration not stated)	1	13	3%	4%	-17%	2%	2	2%	-5	-1%
CCCCn1c(N)c(N(CC(C)C)C(=O)c2c(CC)noc2C)c(=O)[nH]c1=O	-5	-2	8%	-20%	10%	x	-1	x	x	-5%
O=C(CC(O)(c1ccccc1)C(F)(F)C(F)F)c1cccs1 (configuration not stated)	-9	x	x	-1%	x	4%	2	2%	-2	x
